CHT inh: inhibitors of human choline transporter CHT; High affinity choline transporter 1 (Homo sapiens), Q9GZV3; CHT-expressing cells, membrane potential dye, choline response; stronger effect = lower value; B-score at 10 µM; 310,000 compounds, 0.86% hits;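 active means B-score over 3 SD under the library average, and starting fluorescence ratio not unusually high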;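 further: choline stimulus applied at its EC90 after an EC20 pre-addition; B-score computed on integrated fluorescence ratio after choline addition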
Target sequence (Q9GZV3 whole entry, looked up): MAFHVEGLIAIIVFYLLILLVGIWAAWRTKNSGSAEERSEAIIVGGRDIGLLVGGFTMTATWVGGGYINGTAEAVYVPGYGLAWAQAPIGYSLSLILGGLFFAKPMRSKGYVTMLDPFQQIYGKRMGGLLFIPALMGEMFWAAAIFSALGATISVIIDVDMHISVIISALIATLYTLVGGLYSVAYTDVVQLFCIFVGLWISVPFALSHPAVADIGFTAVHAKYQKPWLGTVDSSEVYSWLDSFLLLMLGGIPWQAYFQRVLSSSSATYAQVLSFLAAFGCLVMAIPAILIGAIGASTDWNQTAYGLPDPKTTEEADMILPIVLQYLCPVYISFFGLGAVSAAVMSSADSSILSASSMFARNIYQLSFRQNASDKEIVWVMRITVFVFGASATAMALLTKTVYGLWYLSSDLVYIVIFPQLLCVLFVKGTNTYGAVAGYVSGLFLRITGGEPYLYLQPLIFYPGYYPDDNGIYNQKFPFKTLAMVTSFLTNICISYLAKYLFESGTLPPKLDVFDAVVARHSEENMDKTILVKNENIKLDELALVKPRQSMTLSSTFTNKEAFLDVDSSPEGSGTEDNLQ
Kir21 inh: inhibitors of mouse Kir2.1 inward-rectifier potassium channel; Inward rectifier potassium channel 2 (Mus musculus), P35561; HEK293-Kir2.1, FluxOR thallium flux fluorescence; stronger effect = lower value; B-score at 10 µM; 310,000 compounds, 0.85% hits; AID 1672, 2009;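 active means fluorescence ratio B-score at or below minus 3 SD of library scores, with starting-brightness B-score within 2 SD, cut at about -4.2 in these data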;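 further: channel flux triggered by added potassium and thallium sulfate stimulus; B-score of peak minus minimum fluorescence over baseline after thallium stimulus; more negative B-score means stronger Kir2.1 block with less thallium influx; some compounds called inactive have numbers as strong as hits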
Target sequence (P35561 whole entry, looked up): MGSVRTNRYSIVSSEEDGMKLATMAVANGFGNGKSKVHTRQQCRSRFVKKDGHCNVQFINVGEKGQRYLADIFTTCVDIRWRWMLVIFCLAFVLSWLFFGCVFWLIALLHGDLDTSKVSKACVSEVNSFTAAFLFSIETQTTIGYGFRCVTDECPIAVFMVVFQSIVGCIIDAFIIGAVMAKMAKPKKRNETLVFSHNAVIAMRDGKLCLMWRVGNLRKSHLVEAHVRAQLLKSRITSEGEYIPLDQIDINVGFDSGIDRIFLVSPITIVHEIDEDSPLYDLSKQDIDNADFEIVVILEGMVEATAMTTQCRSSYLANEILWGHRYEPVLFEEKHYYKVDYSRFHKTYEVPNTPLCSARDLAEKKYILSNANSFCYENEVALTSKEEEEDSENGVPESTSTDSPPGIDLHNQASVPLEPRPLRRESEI
KCNQ2 block: KCNQ2 potassium channel inhibitors, primary screen, cell-based, CHO-K1, FluxOR thallium flux, B-score (AID 2156). B-score at 10 µM. 310,000 compounds, 1.1% hits. 20 min; stronger effect = lower value;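 active means fluorescence ratio B-score at most minus 3 library SDs, with starting brightness B-score within 2 library SDs, cut at about -5.5 in these data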
Active calls of the source: *; i = inactive; · = no result given.

Start of the data: the first 5 records as a preview:
SMILES	CHT inh	Kir21 inh	KCNQ2 block
COc1ccccc1N1CCN(C(=O)C(OC(C)=O)c2ccccc2)CC1 (stereo not given)	i	0.03	i
COc1ccc2oc(C(=O)OCC(=O)N3CCCC3=O)c(C)c2c1	i	0.1	i
CCOC(=O)CSc1ccc(-c2nc3ccccc3[nH]2)cn1	i	0.8	i
CCOC(=O)/C(=C/c1ccc(OC)cc1)NC(=O)c1ccco1	i	0.02	i
COc1ccc(N(C(=O)c2csnn2)C(C(=O)NC2CCCC2)c2ccccc2)cc1 (stereo not given)	i	-0.34	i

Results, previewed entries included:
SMILES	CHT inh	Kir21 inh	KCNQ2 block
COc1ccccc1N1CCN(C(=O)C(OC(C)=O)c2ccccc2)CC1 (stereo not given)	i	0.03	i
COc1ccc2oc(C(=O)OCC(=O)N3CCCC3=O)c(C)c2c1	i	0.1	i
CCOC(=O)CSc1ccc(-c2nc3ccccc3[nH]2)cn1	i	0.8	i
CCOC(=O)/C(=C/c1ccc(OC)cc1)NC(=O)c1ccco1	i	0.02	i
COc1ccc(N(C(=O)c2csnn2)C(C(=O)NC2CCCC2)c2ccccc2)cc1 (stereo not given)	i	-0.34	i
COc1ccccc1CNC(=O)C(C)n1nc(C)n2c(cc3occc32)c1=O (stereo not given)	i	-1.5	i
O=C(Nc1ccccc1)c1snc2c(=O)[nH]cnc12	i	1	i
CCNC(=O)CC1SC(=Nc2ccccc2C)N(C)C1=O (stereo not given)	i	1.1	i
CCOC(=O)c1c(N)sc(C(=O)N(C)C)c1CN1CCOCC1	i	-1	i
CCN(C(=O)c1coc(=O)c2ccccc12)c1cc(OC)ccc1OC	i	-0.21	i
CCc1nn(CC(=O)NCCc2ccc(Cl)cc2)c(=O)c2cccn12	i	-1.7	i
COc1ccc(CNC(=O)CSc2nc3cccnc3s2)cc1	i	-1.9	i
Cc1cc(C)n(CC(=O)n2c(C)c(C)c3ccccc32)n1	i	2.2	i
O=C(c1cccc(C(=O)N(c2ccccn2)C2CCCCC2)c1)N(c1ccccn1)C1CCCCC1	i	0.42	i
CCCCC(O)(CCCC)C(=O)N/N=C(\C)c1ccc(Cl)cc1	i	1.1	i
Cc1csc(NC(=O)c2cncc(Br)c2)n1	i	-1.9	i
O=C(Cc1ccccc1)NNc1ccc2ccccc2c1	i	-1.2	i
CSc1nnc(N2C(=O)C(O)=C(C(=O)c3ccc(C)o3)C2c2ccc(C)cc2)s1 (stereo not given)	i	-0.98	i
O=C(OCc1nc2ccsc2c(=O)[nH]1)c1cc(Br)c(Br)s1	-7.7*	0.02	i
CCOC(=O)C(NC(=O)c1ccc(OC)cc1)(N1CCCC1=O)C(F)(F)F (stereo not given)	i	-0.03	i

Record cards (already shown).
CSc1nnc(N2C(=O)C(O)=C(C(=O)c3ccc(C)o3)C2c2ccc(C)cc2)s1 (stereo not given) is listed as CHT inh = i; Kir21 inh = -0.98; KCNQ2 block = i
O=C(c1cccc(C(=O)N(c2ccccn2)C2CCCCC2)c1)N(c1ccccn1)C1CCCCC1 is listed as CHT inh = i; Kir21 inh = 0.42; KCNQ2 block = i
CCOC(=O)C(NC(=O)c1ccc(OC)cc1)(N1CCCC1=O)C(F)(F)F (stereo not given) is listed as CHT inh = i; Kir21 inh = -0.03; KCNQ2 block = i

(further entries)
SMILES	CHT inh	Kir21 inh	KCNQ2 block
CCCCn1c(N)c(N(CC)C(=O)CCNC(=O)NC23CC4CC(CC(C4)C2)C3)c(=O)[nH]c1=O	i	0.75	i
Cc1n[nH]c(=O)nc1NCc1ccccc1Cl	i	0.13	i
CCC(=O)NCCc1cc2cc(C)c(C)cc2[nH]c1=O	i	0.63	i
N#CCCN(Cc1ccccc1)S(=O)(=O)c1cccs1	i	-0.01	i
Cc1cc(N2CCN(C)CC2)nc2ccc(NC(=S)N3CCCCCC3)cc12	i	-0.21	i
Cc1c(NC(=O)CCCN2C(=O)c3cccc4cccc(c34)C2=O)c(=O)n(-c2ccccc2)n1C	i	1.2	i
CCCc1cc(-c2[nH]ncc2-c2ccc3c(c2)OCCCO3)c(O)cc1O	i	-0.48	-8.5*
COc1cccc(/C=N/NC(=O)Cn2nc([N+](=O)[O-])cc2C)c1	i	0.67	i
CC(C)OCCCNC(=O)c1ccccc1Oc1ccccc1	i	-0.41	i
O=C(N/N=C/c1c(O)n(-c2ccccc2Cl)c(=O)c2ccccc12)C1COc2ccccc2O1 (stereo not given)	i	-0.31	i
Cc1cccc(Nc2ccc(C(=O)O)cc2[N+](=O)[O-])c1C	i	-0.07	i
O=C1N/C(=N\N=C\c2cccs2)SC1Cc1ccc(Cl)cc1 (stereo not given)	i	-1.9	i
C=CCCCCCCCCC(=O)NNC1CC(=O)N(c2ccccc2)C1=O (stereo not given)	i	0.04	i
CC(C)N1CCc2c(sc(NC(=O)c3cc4cc([N+](=O)[O-])ccc4s3)c2C(N)=O)C1	·	-0.06	i
Nc1c(NC(=O)CC[n+]2ccccc2)cccc1[N+](=O)[O-]	i	0.51	i
Cc1ccc(C(=O)Nc2ccccc2C(=O)O)cc1NC(=O)COc1c(C)cccc1C	i	0	i
Cc1cc(=O)oc2cc(NC(=O)C3COc4ccccc4O3)ccc12 (stereo not given)	i	2	i
CCCC(=O)NCc1cc(-c2nn(C)c(=O)c3ccccc23)ccc1OC	i	2.7	i
Cc1nnc(SCCn2c(N3CCC(C)CC3)nc3c2c(=O)n(C)c(=O)n3C)s1	i	1.2	i
CC1=NN(C(=O)c2cccnc2)C(O)(C(F)(F)F)C1 (stereo not given)	i	-0.81	i
CCN(CC)S(=O)(=O)c1cccc(C(=O)Nc2ccc(Cl)cn2)c1	i	0	i
O=C(NCCN1CCOCC1)C(=O)NCC1OCCN1S(=O)(=O)c1ccc(Br)cc1 (stereo not given)	i	-1.8	i
Cc1ccc2[nH]c(=O)c(CN(Cc3cccs3)Cc3nnnn3CC3CCCO3)cc2c1 (stereo not given)	i	2.2	i
C=CCN(CC(=O)O)S(=O)(=O)c1ccccc1C(F)(F)F	i	1.3	i
COc1ccc(C(=O)Nc2ccc(C(=O)Nc3nccs3)cc2)cc1[N+](=O)[O-]	i	0.32	i
COc1ccc(CNC(=O)C2CC(=O)N(c3ccc(OCC(=O)N4CCCCC4)cc3)C2)cc1 (stereo not given)	i	-0.85	i
COc1cccc(CN(C)C(=O)c2cccnc2SC)c1OC	i	0.21	i
NNC(=O)CN1C(=O)Nc2ccc(Cl)cc2C1c1ccccc1 (stereo not given)	i	0.69	i
CCc1cccc(NC(=O)CCSCCC(=O)Nc2cccc(CC)c2)c1	i	1.1	i
COc1ccccc1N/N=C/c1c(CO)cnc(C)c1O	i	0.02	i
CCOC(=O)C(NC(=O)c1cccnc1)(Nc1cccc(C)n1)C(F)(F)F (stereo not given)	i	-0.31	i
CC(Cc1ccccc1)NC(=O)/C=C/c1ccc([N+](=O)[O-])cc1 (stereo not given)	i	-0.12	i
CCc1ccc(OCCCC(=O)O)c(Br)c1	i	2.8	i
COC(=O)c1ccc(C(=O)N(CCN(C)C)c2nc3c(Cl)cccc3s2)cc1	i	1.1	i
CC(C)(C)C(=O)CC(=O)Nc1ccc(Cl)c(N)c1	i	0.02	i
Cc1ccc(S(=O)(=O)Oc2ccc(/C=N/NC(=O)c3nn(C)cc3[N+](=O)[O-])cc2)cc1	i	0.35	i
CCN(CC)Cc1cc(C(=O)O)c(-c2ccccc2)o1	i	-0.13	i
CC(C)(C)NC(=O)C(=O)NNC(=O)C12CC3CC(CC(C3)C1)C2	i	1.3	i
Cc1c(N2CCCC2)cc2c(c1N)C(C)(C)CC2(C)C	i	-0.2	i
CC(=O)C1=C(O)C(=O)N(Cc2ccccc2)C1c1ccc(Br)cc1 (stereo not given)	i	-0.09	i
Cc1nnc2c(NCCc3ccccc3)nc3ccccc3n12	i	-2.2	i
CCCCCC/C=C/c1ccc(OC)c([C@H]2[C@H]3C=CC[C@@H](C)[C@@H]3C(=O)N2Cc2ccccc2)c1	i	3.4	i
CCOC(=O)C1=C(C)NC(=S)NC1c1ccc(OCC(=O)N2CCCCC2)cc1 (stereo not given)	i	-0.29	i
Cc1cc(NC(=O)CSc2nc3sc4c(c3c(=O)n2C)CCCC4)no1	i	1.7	i
CC(C)OCCCNC(=O)C(=O)NCCCOC(C)C	i	-3.4	i
COC(=O)[C@H](Cc1ccccc1)NC(=O)N1CC(C)OC(C)C1 (stereo not given in full)	i	-1.2	i
COc1ccc(NC(=O)Cc2nnc(SCC(=O)NC3CCCC3)n2C)cc1	i	-0.14	i
COc1cccc(OCc2nc(-c3ccc(Br)o3)no2)c1	i	-3.7	i
O=C(O)/C=C\C(=O)NNC(=O)c1cc(-c2ccccc2)n[nH]1	i	-2.1	i
COc1ccc(NC(=O)c2ccccc2NC(=O)c2ccccc2C(=O)O)c(OC)c1	i	-0.3	i

The results go on:
SMILES	CHT inh	Kir21 inh	KCNQ2 block
COc1ccc(OCCN2C(=O)c3ccccc3C2=O)c([N+](=O)[O-])c1	i	0.16	i
COc1ccccc1C(=O)N1CCN(c2cccc(C(F)(F)F)c2)CC1	i	1.1	i
Cc1cc(C)n(/N=C/c2ccc(O)cc2)c(=O)c1C#N	i	-1.4	i
Cc1ccccc1OCC(=O)N1CCCc2ccccc21	i	-3.5	i
O=C(O)COCC(=O)Nc1ccc2c(c1)ncn2CCc1ccccc1	i	-0.9	i
CC(OCCN1CCCC1)(c1ccc(F)cc1)c1ccc(F)cc1	i	-3	i
O=C(NCC1(c2ccccc2)CCCC1)C(=O)NCC1(c2ccccc2)CCCC1	·	-0.61	i
COc1ccccc1Nc1nc(N)nc(CSC(=S)N2CCN(c3ccccc3)CC2)n1	i	1.7	i
Cc1ccc(NC(=S)NNc2ccc([N+](=O)[O-])cc2S(=O)(=O)Nc2ccccc2C(=O)O)cc1C	-7.2*	-0.63	i
O=C(NNC(=O)C1CC1c1ccccc1)c1ccccc1[N+](=O)[O-] (stereo not given)	i	1.8	i
Cc1ccccc1N1CCN(CC(=O)Nc2nccs2)CC1	i	-0.57	i
O=C(NCC1CCCO1)c1cccc(-n2cnnn2)c1 (stereo not given)	i	0.43	i
C/C(=N\NC(=O)COc1ccc([N+](=O)[O-])cc1)C(C)(C)C	i	-0.68	i
Cc1ccc(OCCSc2nc3ncnc(N)c3[nH]2)cc1	i	-0.6	i
COc1ccc(Sc2nnc(-c3ccccc3)cc2C#N)cc1	i	0	i
CCCCn1c(N)c(Br)c(=O)[nH]c1=O	i	-0.99	i
Cc1c(CCOC(=O)c2ccc(N3CCOCC3)c([N+](=O)[O-])c2)sc[n+]1CC#N	i	-2.4	i
O=C(c1ccco1)N1CCN(C(=O)c2cnn3c(C(F)(F)F)cc(-c4cccs4)nc23)CC1	i	-0.01	i
O=C(CCN1C(=O)c2ccccc2C1=O)NC1=NCCS1	i	1.8	i
O=C(CCNS(=O)(=O)c1cccc2nonc12)N1CCN(c2cccc(Cl)c2)CC1	i	0.12	i
COc1cc2c(cc1OC)CN(C(=O)c1ccc(Br)o1)CC2	i	0.23	i
OCC1CCCC(n2cnc3c(=S)nc[nH]c32)O1 (stereo not given)	i	0.01	i
Cc1cc2oc(=O)cc(CN3CCN(C/C=C/c4ccccc4)CC3)c2cc1O	i	0.75	i
COc1ccc(Cn2c(-c3ccc(C)cc3)c[n+]3ccccc23)cc1	i	-0.88	i
Cc1c(Br)c([N+](=O)[O-])nn1CC(=O)N1CCCc2ccccc21	i	0.59	i
CN(C/C=C/C#CC(C)(C)C)Cc1cccc2ccccc12	i	-0.03	i
O=P(O)(CCCP(=O)(O)CCc1ccccc1)CCc1ccccc1	i	-0.25	i
CCOc1ccc(C2/C(=C(\O)c3cccc(OC)c3)C(=O)C(=O)N2c2cc(C)on2)cc1OC (stereo not given)	i	-0.08	i
COC(=O)c1[nH]c2ccc(C)cc2c1NC(=O)CN1CCCC(C)(C)C1	i	2.9	i
O=C(COc1ccc(F)cc1)N(Cc1cccs1)C1CCS(=O)(=O)C1 (stereo not given)	i	0.59	i
O=C(O)c1ccc(/C=N/NC(=S)NCc2ccccc2)cc1	i	-1.9	i
CC(C)(C)NC(=O)CN(Cc1ccco1)C(=O)CCC(=O)Nc1nccs1	i	0.43	i
CC1CCc2c(sc(NC(=O)COC(=O)C3CCCO3)c2C#N)C1 (stereo not given)	i	0.02	i
CC(=O)Nc1ccc(S(=O)(=O)N2C(C)CCCC2C)cc1 (stereo not given)	i	0.4	i
Cc1c(NC(=O)CSc2nc3c(cnn3-c3ccccc3)c(=O)[nH]2)c(=O)n(-c2ccccc2)n1C	i	2.1	i
Cc1ncc(N=Nc2ccccc2Cl)c(-c2ccccc2)n1	i	0.51	i
Cc1ccc(CNC(=O)CO/N=C/c2ccc(C(C)(C)C)cc2)cc1	i	-0.05	i
Cc1c(C(=O)O)oc2ccc(S(=O)(=O)NCc3ccc(F)cc3)cc12	i	1.7	i
CCn1c(SCC(=O)N2CCN(C)CC2)nc2c1c(=O)n(C)c(=O)n2C	i	1.8	i
O=C(COc1cc(F)ccc1[N+](=O)[O-])Nc1ccc(N2CCOCC2)cc1	i	-0.69	i
CCOC(=O)C(C)n1cnc2c(oc3ccccc32)c1=O (stereo not given)	i	-0.7	i
COc1cccc(C(O)Cc2nc3ccccc3n2C)c1OC (stereo not given)	i	-1.4	i
